NCF1 inh – p47phox/p22phox peptide binding inhibitors, primary screen, biochemical, uHTS, NADPH oxidase regulatory subunit; inhibition, % at 24.7 µM; fluorescence polarization, 2 h; Neutrophil cytosol factor 1 (Homo sapiens), P14598; 220,000 compounds, 0.53% hits;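 active means inhibition above about 30%, limit read from the data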;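 further: 0% = p47phox with labelled peptide and 100% = labelled peptide alone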
TbHK1 inh – Trypanosoma brucei hexokinase 1 inhibitors, primary screen, biochemical, G6PDH-coupled NADH absorbance, MLSCN library; recombinant TbHK1, G6PDH-coupled NADH A340; inhibition, % at 10 µM; 220,000 compounds, 0.11% hits; AID 1430, 2008;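 active means inhibition of 50% or more in the single-dose primary screen; inactive means inhibition below 50%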
m-calpain inh – inhibitors of pig calpain II, primary screen, biochemical, fluorogenic peptide substrate, 1536-well | 220,000 compounds, 0.37% hits | inhibition, % at 16 µM | purified calpain II, 30 min;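 active means inhibition above about 50%, limit read from the data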
p97 inhibitor – inhibitors of human p97 ATPase, primary screen, biochemical; recombinant p97 ATPase, Kinase-Glo ATP luminescence, 3 h; 220,000 compounds, 0.42% hits; inhibition, % at 8 µM; Transitional endoplasmic reticulum ATPase (Homo sapiens), P55072; in the data active means inhibition above about 15%;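 further: 0% = DMSO vehicle and 100% = wells lacking enzyme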
Runt-SMMHC FRET – inhibitors of RUNX1 Runt–CBFb-SMMHC binding, primary screen, biochemical, FRET, Cerulean-Runt, Venus-CBFb-SMMHC, uHTS; 220,000 compounds, 0.74% hits; Cerulean-Runt/Venus-CBFb-SMMHC FRET ratio 530/480, 1 h; AID 1434, 2008; inhibition, % at 20 µM; Runt-related transcription factor 1 (Homo sapiens) + Core-binding factor subunit beta …;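 active means mean inhibition across duplicate retests at 20 µM reaching about 50%, limit read from the data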;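 further: 0% = DMSO wells and 100% = wells with excess untagged CBFb-SMMHC; inhibitors lower the FRET ratio by blocking Runt binding to CBFb-SMMHC; some results filed as inactive read as strong as hits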
Furin inhibitor – human furin inhibitors, primary screen, biochemical, fluorescence intensity | purified furin, fluorogenic substrate cleavage | inhibition, % at 30 µM | 220,000 compounds, 0.061% hits | AID 463115, 2010; in the data active means inhibition above about 25%; further: inactives centre near -15
Target sequence (P09958 108-714 limits assumed): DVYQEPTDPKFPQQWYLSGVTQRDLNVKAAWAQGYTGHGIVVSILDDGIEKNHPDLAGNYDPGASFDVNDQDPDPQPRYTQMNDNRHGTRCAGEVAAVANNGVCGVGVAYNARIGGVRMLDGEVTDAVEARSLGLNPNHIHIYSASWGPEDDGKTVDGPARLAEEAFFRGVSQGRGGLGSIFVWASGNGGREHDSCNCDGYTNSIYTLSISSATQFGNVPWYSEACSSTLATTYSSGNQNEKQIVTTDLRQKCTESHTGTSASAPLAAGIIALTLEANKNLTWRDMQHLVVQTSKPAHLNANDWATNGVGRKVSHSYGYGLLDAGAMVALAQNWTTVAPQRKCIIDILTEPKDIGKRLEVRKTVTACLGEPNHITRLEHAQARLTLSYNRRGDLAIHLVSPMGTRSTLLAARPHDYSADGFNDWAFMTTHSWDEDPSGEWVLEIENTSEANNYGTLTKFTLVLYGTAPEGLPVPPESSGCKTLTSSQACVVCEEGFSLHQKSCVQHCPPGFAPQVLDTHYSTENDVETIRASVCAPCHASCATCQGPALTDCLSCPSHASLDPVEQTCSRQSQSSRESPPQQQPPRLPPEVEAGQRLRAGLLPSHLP
EBV gp42 inh – Epstein-Barr virus gp42 inhibitors, primary screen, biochemical, uHTS, fluorescence polarization; Fluorescence polarization binding assay, mP read-out; inhibition, % (tested at 21.74 µM); 220,000 compounds, 0.42% hits; in the data active means inhibition above about 50%
Target sequence (Q1HVG2 whole entry, looked up): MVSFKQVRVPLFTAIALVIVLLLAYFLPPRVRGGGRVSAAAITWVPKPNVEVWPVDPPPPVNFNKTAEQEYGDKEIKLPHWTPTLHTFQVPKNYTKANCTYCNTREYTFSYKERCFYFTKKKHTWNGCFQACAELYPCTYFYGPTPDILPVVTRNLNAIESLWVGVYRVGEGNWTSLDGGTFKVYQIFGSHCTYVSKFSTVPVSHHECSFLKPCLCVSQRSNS
Runt-CBFb FRET – inhibitors of RUNX1 Runt–CBFb binding, primary screen, biochemical, FRET, Cerulean-Runt, Venus-CBFb, uHTS. Runt-related transcription factor 1 (Homo sapiens) + Core-binding factor subunit beta …. Cerulean-Runt/Venus-CBFb FRET ratio 530/480, 1 h. inhibition, % at 20 µM. 220,000 compounds, 0.46% hits. AID 1496, 2009;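 active means inhibition over about 50% at 20 µM in the single-dose screen, limit read from the data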;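 further: 0% = DMSO wells and 100% = excess unlabeled CBFb competitor control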
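Measured by: fluorescence energy transfer, 422 nm excitation, 530/480 nm emission; Assay system: Cerulean-Runt domain; Medium: Tris pH 7.5 buffer with BSA; Measure: loss of energy transfer signal; Controls: 5 µM unlabeled CBFb as full-inhibition high control; Incubation: protein complex preformed 1 h, compound exposure 1 h, room temperature, dark.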
RBBP9 inhibitor – human RBBP9 inhibitors, primary screen, biochemical, fluorescence polarization, FP-Rh probe, HTS | 220,000 compounds, 0.2% hits | recombinant RBBP9 | inhibition, % at 7.94 µM | AID 1515, 2009;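 active means inhibition above the campaign mean of all tested compounds plus 3 SD, cut at about 14% in these data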;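 further: plate controls were DMSO wells with RBBP9 for no effect and wells lacking RBBP9 protein for full effect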
Target sequence (O75884 whole entry, looked up): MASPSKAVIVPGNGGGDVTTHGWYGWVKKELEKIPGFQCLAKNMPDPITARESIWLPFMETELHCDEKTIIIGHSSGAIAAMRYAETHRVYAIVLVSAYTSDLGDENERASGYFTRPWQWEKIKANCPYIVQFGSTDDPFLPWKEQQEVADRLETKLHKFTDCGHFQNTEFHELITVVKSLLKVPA
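Material: RBBP9 protein. Amount: RBBP9 at 2.5 µM in dispensed solution, before mixing. Schedule: 30 min then 45 min, 25 °C. Medium: Tris buffer pH 8.0, NaCl, Pluronic. Measured by: fluorescence polarization. Measure: percent inhibition from mP, scaled between DMSO and no-protein wells. Replication: one well per compound.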
* = called active by the depositor; i = inactive; · = not tested or not shown; [ ] = remark or other dose.

SMILES	NCF1 inh	TbHK1 inh	m-calpain inh	p97 inhibitor	Runt-SMMHC FRET	Furin inhibitor	EBV gp42 inh	Runt-CBFb FRET	RBBP9 inhibitor
Brc1c(OCCOCCn2cncn2)ccc2ccccc12	-5	-2	-8	3	1	-16[20 µM]	-10	0	-4
O=C(N/N=C/c1cccs1)c1c[nH]c2ccccc12	-4	-55	40	-1	0	6	16	-1	-1
Fc1ccc(NC(=S)N2CCc3[nH]c4ccccc4c3C2)cc1	-7	-5	-15	6	-3	-27	0	-2	2
CCN(CC)CCSc1nc2ccc(OC)cc2[nH]1	-10	-4	14	7	1	-9	-13	1	3
Cn1c(-c2cccc([N+](=O)[O-])c2)cnc1NCc1ccc(C#N)cc1	10	-4	-10	4	1	-18	4	1	2
O=C(N/N=C/c1ccccc1)c1sccc1OCc1ccc(F)cc1	-10	1	18	4	0	-23[20 µM]	-4	-3	1
COc1ccccc1N1CCN(S(=O)(=O)c2ccc(F)cc2)CC1	-4	-6	0	2	1	-19	-17	1	-7
CCOC(=O)C1(Cc2cccc(OC)c2)CCCN(Cc2ccc(NC(C)=O)cc2)C1 (stereo not given)	-3	1	-6	-2	2	-27	-2	2	-8
CC(=O)Nc1ccc(S(=O)(=O)Nc2cccc(-c3cn4cccnc4n3)c2)cc1	-8	-19	i	7	-2	-28	-1	-2	-2
COCc1cc(=O)[nH]c(Nc2nc(C)c3cc(OC)ccc3n2)n1	-5	-3	-70	5	-3	-25[20 µM]	-11	-1	0
CCOC(=O)c1oc2nc(C(C)C)c3c(c2c1N)CC(C)(C)OC3	-224	-15	i	-1	-2	-36	-5	-1	-5
Cc1cccc(NC(=O)c2cccc(C(F)(F)F)c2)c1	-6	-7	-1	1	1	-14	-5	-2	-3
Clc1cc2c(cc1/C=N/Nc1nc(N3CCOCC3)nc(N3CCOCC3)n1)OCO2	-5	-40	-33	0	-1	-17	-21	0	-9
Cc1ccc(SCc2[nH]nc3c2C2(C(=O)N(C)c4ccccc42)C(C#N)=C(N)O3)cc1 (stereo not given)	3	1	20	-8	-1	-19	-8	2	-10
Cn1c(C2CC(=O)N(Cc3ccccc3)C2)nc2ccccc21 (stereo not given)	-4	-6	-1	-3	3	-26	0	1	-9
COc1ccc(N2CCN(Cc3cc(=O)oc4cc(C)c(Cl)cc34)CC2)cc1	-33	-4	-3	6	1	-21	-26	0	-6
CC1Cc2ccccc2N1C(=O)Cn1cc([N+](=O)[O-])cn1 (stereo not given)	15	0	-23	2	2	-4[20 µM]	-16	-1	-7
O=C(c1cccs1)N1CCN(c2ccc(F)cc2)CC1	-11	19	-28	-5	-1	-9[20 µM]	-6	-1	-6
O=C(Nc1ccccc1C(=O)NC(Cc1c[nH]c2ccccc12)C(=O)O)c1ccccc1 (stereo not given)	-14	-12	29	8	-4	-10	-19	2	-2
COc1ccc(OC)c(NC(=O)CSc2nnc(Cn3c(=O)sc4ccccc43)n2C)c1	0	-4	-2	4	1	-31	-5	-1	-5
Cc1ccc(NC(=O)c2cc3c(s2)CCC3)cc1S(=O)(=O)N1CCOCC1	-20	18	4	-10	2	-1[20 µM]	-20	-1	-11
Cc1ccc(C)c(OCc2ccc(C(=O)NN)o2)c1	1	-5	27	4	-8	-14	5	1	0
CC(C)(C)C1=C(C#N)C(c2ccc3c(c2)OCO3)C(C#N)=C(N)O1 (stereo not given)	4	-5	30	2	-2	-18	-3	-2	1
CCOC(=O)C(CC)n1cnc2sc3c(c2c1=O)CCC3 (stereo not given)	-1	-8	-35	8	14	-15	-9	-2	0
CCOC(=O)Cc1[nH]nc2c1C(c1cccc(OC)c1OC)C(C#N)=C(N)O2 (stereo not given)	-7	0	-59	4	2	-17	-3	-2	-5

Among those listed so far, two have two or more sulfur atoms.
SMILES	NCF1 inh	TbHK1 inh	m-calpain inh	p97 inhibitor	Runt-SMMHC FRET	Furin inhibitor	EBV gp42 inh	Runt-CBFb FRET	RBBP9 inhibitor
COc1ccc(OC)c(NC(=O)CSc2nnc(Cn3c(=O)sc4ccccc43)n2C)c1	0	-4	-2	4	1	-31	-5	-1	-5
Cc1ccc(NC(=O)c2cc3c(s2)CCC3)cc1S(=O)(=O)N1CCOCC1	-20	18	4	-10	2	-1[20 µM]	-20	-1	-11

Shown with bars between the fields: part of the list above.
Molecule | NCF1 inh | TbHK1 inh | m-calpain inh | p97 inhibitor | Runt-SMMHC FRET | Furin inhibitor | EBV gp42 inh | Runt-CBFb FRET | RBBP9 inhibitor
O=C(Nc1ccccc1C(=O)NC(Cc1c[nH]c2ccccc12)C(=O)O)c1ccccc1 (stereo not given) | -14 | -12 | 29 | 8 | -4 | -10 | -19 | 2 | -2
COc1ccc(OC)c(NC(=O)CSc2nnc(Cn3c(=O)sc4ccccc43)n2C)c1 | 0 | -4 | -2 | 4 | 1 | -31 | -5 | -1 | -5
Cc1ccc(NC(=O)c2cc3c(s2)CCC3)cc1S(=O)(=O)N1CCOCC1 | -20 | 18 | 4 | -10 | 2 | -1[20 µM] | -20 | -1 | -11

Later entries
SMILES	NCF1 inh	TbHK1 inh	m-calpain inh	p97 inhibitor	Runt-SMMHC FRET	Furin inhibitor	EBV gp42 inh	Runt-CBFb FRET	RBBP9 inhibitor
Cn1cc(Br)c(C(=O)NNC(=O)Nc2ccccc2C(F)(F)F)n1	0	-7	-18	-2	-3	-13	6	0	-6
COc1ccc(F)cc1S(=O)(=O)Nc1cccc(C(=O)O)c1	-1	0	12	-4	2	-13	4	-2	-7
CCN1CCN(C(=O)c2ccccc2NS(=O)(=O)c2ccc(Cl)cc2)CC1	1	-1	-1	2	1	-29	-8	0	2
CCCCCCOc1ccc(OCC(O)CN2C(=O)NC(C)(C)C2=O)cc1 (stereo not given)	-12	4	21	0	-3	-32	0	-9	-3
CCOC(=O)N1CCC(NC(=O)C2CCN(S(=O)(=O)c3cnc[nH]3)CC2)CC1	1	-1	3	-2	0	-7	-7	1	-8
Cc1ccc2cc3c(NC(=O)C(C)C)nn(C)c3nc2c1	-33	-13	-258	-2	-12	-14	-2	-2	-3
CC(OC(=O)c1cc2c(s1)CCCCC2)C(=O)NC(N)=O (stereo not given)	-2	2	21	-7	1	-11	14	2	-12
CCn1nc(NC(=O)c2ccccn2)c2cc3cccc(C)c3nc21	-17	-5	-298	-4	39	-19	6	60*	-2
CCC(=O)Nc1ccccc1Oc1ccccc1	-6	4	-5	5	9	-23[20 µM]	-4	-1	-10
Cc1[nH]c2ccccc2c1/C=N/NC(=O)c1cccc(S(=O)(=O)Nc2ccccc2Cl)c1	-55	-17	-63	12	-4	-7	-43	-3	13
O=C(COC(=O)/C=C/c1ccco1)Nc1ccccc1	-4	-9	-13	1	8	-15	-3	9	-10
c1coc(CN2CCN(C(c3cccs3)c3nnnn3C3CCCC3)CC2)c1 (stereo not given)	-14	-6	-1	0	7	-22[20 µM]	-11	-1	1
Cc1cc(NC(=O)c2cc(-c3ccc(C)s3)nc3ccccc23)no1	2	1	-115	-1	-5	-20	-8	2	-4
CN=c1scc(C)n1/N=C/c1cc(Br)c(O)c(OC)c1	1	-15	-58	7	30	0	5	14	1
Cc1ccccc1NC(=O)COC(=O)c1cccnc1	-1	-1	6	-3	-5	9	1	3	-6
c1ccc(Oc2ccc3ccccc3n2)cc1	-5	2	-19	3	2	-29	-6	-1	-12
COC(=O)C(Cc1ccccc1)NC(=O)CNS(=O)(=O)c1ccc(Br)cc1 (stereo not given)	-8	1	-25	0	-3	-26	-18	-3	-5
O=C(CSc1nnc(NC(=O)c2ccco2)s1)NCc1ccc2c(c1)OCO2	-4	-13	-9	4	2	-21	-24	0	-5
COc1ccc(S(=O)(=O)N(C)CC(=O)NC2CCCCC2)cc1Cl	-14	-2	-19	2	-2	-4[20 µM]	1	2	0
Cc1c(S(=O)(=O)Nc2ccc3c(c2)OCCO3)cnn1C	-6	-5	1	-3	14	-25	-12	-2	4
CC(=O)NC(CCS(C)(=O)=O)C(=O)Nc1cccc(Cl)c1Cl (stereo not given)	-7	7	-5	3	-1	-20	-11	7	6
O=C(Cc1c[nH]c2ccccc12)N/N=C/c1ccccc1O	-6	-18	-90	-1	4	-18	-2	4	-16
COc1ccc(NC(=O)c2ccc(N(C)S(C)(=O)=O)cc2)cc1OC	-2	-1	-16	-4	0	-9[20 µM]	-5	1	-3
CN(C)CCCOC(=O)c1ccccc1	-3	-4	6	-1	-4	-12[20 µM]	-12	1	-10
COc1ccccc1CNC(=O)Cn1cccc1	-14	-4	3	4	-2	-15[20 µM]	-16	0	-4
Cc1ccc(C(O)c2nccn2C)o1 (stereo not given)	-4	-7	4	-1	3	-6	21	-1	-6
Cc1ccc(N2C(=O)N(CC(=O)c3cc(C)ccc3C)C(=O)C2C)cc1 (stereo not given)	-16	3	16	-1	1	-17	-10	0	-5
Cc1[nH]c2ccc(Cl)cc2c(=O)c1CN1CCCC1	-284	-6	-43	3	·	-1	-12	·	-5
Cc1ccc(C)c(N(CC(=O)NCc2ccco2)C(=O)CCC(=O)Nc2ccccn2)c1	-8	-4	-15	1	2	-12[20 µM]	-1	-1	-7

Structural class, the compounds so far containing a COOH group (2)
SMILES	NCF1 inh	TbHK1 inh	m-calpain inh	p97 inhibitor	Runt-SMMHC FRET	Furin inhibitor	EBV gp42 inh	Runt-CBFb FRET	RBBP9 inhibitor
O=C(Nc1ccccc1C(=O)NC(Cc1c[nH]c2ccccc12)C(=O)O)c1ccccc1 (stereo not given)	-14	-12	29	8	-4	-10	-19	2	-2
COc1ccc(F)cc1S(=O)(=O)Nc1cccc(C(=O)O)c1	-1	0	12	-4	2	-13	4	-2	-7

Whole records as entered above. Values in the order: NCF1 inh, TbHK1 inh, m-calpain inh, p97 inhibitor, Runt-SMMHC FRET, Furin inhibitor, EBV gp42 inh, Runt-CBFb FRET, RBBP9 inhibitor
Listed for `Cc1ccc(N2C(=O)N(CC(=O)c3cc(C)ccc3C)C(=O)C2C)cc1` (stereo not given) = -16, 3, 16, -1, 1, -17, -10, 0, -5
Listed for `Cc1[nH]c2ccc(Cl)cc2c(=O)c1CN1CCCC1` = -284, -6, -43, 3, ·, -1, -12, ·, -5
Listed for `Cc1c(S(=O)(=O)Nc2ccc3c(c2)OCCO3)cnn1C` = -6, -5, 1, -3, 14, -25, -12, -2, 4

Screening results (PubChem)
